Screening results: PubChem BioAssay, Broad Institute
INS-1E GSIS act = GLuc luminescence reporter in INS-1E cells, primary screen for activators of glucose-dependent secretion of insulin | INS-1E GLuc reporter insulin secretion, 2-3 h | activation, % at 16.6 µM | 370,000 compounds, 0.61% hits;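 active means lowest replicate activation of at least 40%, so every replicate reaches that level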;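 further: 0% = median of neutral control wells and 100% = median of IBMX positive control wells; some compounds called inactive have numbers as strong as hits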
F508del corr = F508del CFTR correction, initial screen, CFBE line, single point. 350,000 compounds, 0.36% hits. CFBE cells, YFP halide quenching; stimulated with forskolin plus potentiator P3; % fluorescence drop versus neutral controls. activity (quench increase), % at 7.58 µM;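 active means mean added fluorescence quench of at least 8% versus neutral control, with both replicates also reaching 8%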;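 further: cells transiently co-express mutant CFTR-F508del with the halide-sensitive YFP; corrector assay measuring rescue of mutant channel to the surface after 24 h compound exposure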
XiGFP reactiv = activators of inactive X chromosome reactivation, primary screen, imaging, XiGFP fibroblasts, GFP high-content imaging, set 2; AID 743238, 2013; XiGFP mouse fibroblasts, % GFP-positive cells imaging, 3 d; cells co-treated with 5-aza-dC sensitizer; scaled so ellipticine positive control = 100%; activation, % at 7.58 µM; 360,000 compounds, 0.055% hits;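 active means mean normalized replicate activation at least 10% and every replicate at or above 10%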;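 further: 0% = median of on-plate neutral control wells and 100% = ellipticine 6 µM median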
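System: 68-5-11 XiGFP fibroblast line; Timing: 3 days compound exposure; Compound dosing: one concentration, pinned; Benchmarks: positive control ellipticine, 6 µM final; Buffer or medium: DMEM containing 5-aza-dC.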
ARNT-TACC3 inh = disruptors of ARNT/TACC3 protein interaction, primary screen, biochemical, AlphaScreen, single concentration; Transforming acidic coiled-coil-containing protein 3 (Homo sapiens), Q9Y6A5; AlphaScreen His-ARNT PAS-B/GST-TACC3 binding, luminescence; TACC3 fragment carries E629A point mutation; inhibition, % at 9.99 µM; 390,000 compounds, 0.66% hits;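 active means mean inhibition of replicates at least 50% and at least half of replicates each reaching 50%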;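 further: 0% = complete ARNT plus TACC3 wells and 100% = ARNT alone without TACC3; many hits fall short of the cut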
RAD52 anneal inh = RAD52 DNA annealing inhibitors, primary screen, biochemical, FRET, single point, set 2; AID 651710, 2012; DNA repair protein RAD52 homolog (Homo sapiens), P43351; inhibition, % at 18.7 µM; recombinant RAD52 DNA annealing, FRET fluorescence; 360,000 compounds, 0.46% hits;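 active means every replicate showing at least 50% inhibition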
Target sequence (P43351 whole entry, looked up): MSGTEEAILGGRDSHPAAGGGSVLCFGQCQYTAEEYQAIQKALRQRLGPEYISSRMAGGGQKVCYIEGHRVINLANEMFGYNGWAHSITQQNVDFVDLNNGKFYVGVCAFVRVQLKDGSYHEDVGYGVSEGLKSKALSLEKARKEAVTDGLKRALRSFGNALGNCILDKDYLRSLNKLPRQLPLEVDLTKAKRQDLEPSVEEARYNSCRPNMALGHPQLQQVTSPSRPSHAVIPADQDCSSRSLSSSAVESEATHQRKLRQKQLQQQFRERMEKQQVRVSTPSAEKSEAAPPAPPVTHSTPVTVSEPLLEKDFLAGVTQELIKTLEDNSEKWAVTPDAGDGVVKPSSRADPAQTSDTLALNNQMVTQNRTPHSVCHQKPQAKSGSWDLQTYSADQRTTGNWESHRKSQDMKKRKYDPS
* = called active by the depositor; & = joins results of further samples; ! = a repeat was not active. This is a subset. The share of hits here may be higher or lower than overall.

How did Cn1c(=O)c2c(ncn2CC(=O)N/N=C/c2ccco2)n(C)c1=O do in these assays?
INS-1E GSIS act: 4.0; XiGFP reactiv: 0.9; ARNT-TACC3 inh: 3.7

Results for Cc1ccc(-n2c(O)c(/C=C3/C(c4ccccc4)=Nc4ccccc43)c(=O)[nH]c2=O)cc1 ?
INS-1E GSIS act: -28.7; XiGFP reactiv: 2.7; ARNT-TACC3 inh: 3.4

How did Cc1cc(C)c(NC(=O)c2sc3nc4c(cc3c2N)C(=O)CC(C)(C)C4)c(C)c1 do in these assays?
INS-1E GSIS act: -6.0; XiGFP reactiv: 0.1; ARNT-TACC3 inh: -2.4

How did CCn1c(=O)c([N+](=O)[O-])c(NCC(O)c2ccccc2)c2ccccc21 (stereo unspecified) do in these assays?
INS-1E GSIS act: 35.2; XiGFP reactiv: 0.5; ARNT-TACC3 inh: -3.7

What do the screens show for `COc1ccc(NC(=O)c2cccnc2NCCc2ccccc2)cc1`?
INS-1E GSIS act: -14.3; XiGFP reactiv: -0.2; ARNT-TACC3 inh: -1.8

Results for Cc1ccc(C)c(OCc2ccc(C(=O)N3N=C(C(F)F)CC3(O)C(F)F)o2)c1 (stereo unspecified) ?
INS-1E GSIS act: 2.8; XiGFP reactiv: 0.1; ARNT-TACC3 inh: -4.7

How did COc1ccc(CN(CCC(c2ccccc2)c2ccco2)C(=O)c2ccco2)cc1 (stereo unspecified) do in these assays?
INS-1E GSIS act: -17.9; XiGFP reactiv: 0.0; ARNT-TACC3 inh: -2.3

How did CC(NC(=O)CSC(=S)N(C)C)C12CC3CC(CC(C3)C1)C2 (stereo unspecified) do in these assays?
INS-1E GSIS act: -10.9; XiGFP reactiv: 0.2; ARNT-TACC3 inh: -6.0

What do the screens show for `COc1ccc(NC(=S)N2CCCC2)cc1`?
INS-1E GSIS act: 14.9; XiGFP reactiv: 0.2; ARNT-TACC3 inh: 6.3

What do the screens show for `C/C(=N\N(C)C)C1=C(O)c2ccccc2C1=O`?
INS-1E GSIS act: 16.0; XiGFP reactiv: 0.0; ARNT-TACC3 inh: -3.9

Results for C(=N\NC(=Nc1ccccc1)c1ccccn1)/c1ccccn1 ?
INS-1E GSIS act: 2.5; XiGFP reactiv: -0.1; ARNT-TACC3 inh: 86.7*

How did CC12CCCCC1N(O)C(=O)C(=O)N2O (stereo unspecified) do in these assays?
INS-1E GSIS act: 25.2; XiGFP reactiv: -0.2; ARNT-TACC3 inh: -8.7

What do the screens show for `CCc1ccc(NC(=O)C2CC(=O)Nc3ncnn32)cc1` (stereo unspecified)?
INS-1E GSIS act: 19.7; XiGFP reactiv: 0.0; ARNT-TACC3 inh: 38.5

How did Cc1cccc(C)c1NC(=S)NCCc1ccccn1 do in these assays?
INS-1E GSIS act: 11.0; XiGFP reactiv: 0.6; ARNT-TACC3 inh: -2.6

Results for Cn1nc([N+](=O)[O-])c(C(C#N)c2nc3ccccc3n2C)c(Cl)c1=O (stereo unspecified) ?
INS-1E GSIS act: -34.6; XiGFP reactiv: 0.3; ARNT-TACC3 inh: 0.4

What do the screens show for `Clc1ccc(CNc2nc(CN3CCOCC3)nc3scc(-c4ccccc4)c23)cc1`?
INS-1E GSIS act: -34.0; XiGFP reactiv: 0.0; ARNT-TACC3 inh: 6.7

How did CCOC(=O)C(=O)N1CCN(CC)CC1 do in these assays?
INS-1E GSIS act: -8.6; XiGFP reactiv: 0.2; ARNT-TACC3 inh: -9.2

How did COC(=O)CN1C(c2ccc(Cl)cc2)=Nc2ccc(Cl)cc2C1c1ccccc1 (stereo unspecified) do in these assays?
INS-1E GSIS act: 0.3; XiGFP reactiv: 0.2; ARNT-TACC3 inh: -3.2

How did Nc1nc(-c2ccccc2)c(N=Nc2ccccc2Cl)s1 do in these assays?
INS-1E GSIS act: -8.4; XiGFP reactiv: -0.1; ARNT-TACC3 inh: 8.2

What do the screens show for `O=C(CNS(=O)(=O)c1ccc2ccccc2c1)OCc1csc(-c2ccccc2)n1`?
INS-1E GSIS act: -34.2; XiGFP reactiv: 0.3; ARNT-TACC3 inh: -1.2

Two compounds drawn at random from those above, as already listed:
How did CC12CCCCC1N(O)C(=O)C(=O)N2O (stereo unspecified) do in these assays?
INS-1E GSIS act: 25.2; XiGFP reactiv: -0.2; ARNT-TACC3 inh: -8.7

What do the screens show for `Clc1ccc(CNc2nc(CN3CCOCC3)nc3scc(-c4ccccc4)c23)cc1`?
INS-1E GSIS act: -34.0; XiGFP reactiv: 0.0; ARNT-TACC3 inh: 6.7

Returning to the listing with the 3 entries that preceded the break.
How did COC(=O)CN1C(c2ccc(Cl)cc2)=Nc2ccc(Cl)cc2C1c1ccccc1 (stereo unspecified) do in these assays?
INS-1E GSIS act: 0.3; XiGFP reactiv: 0.2; ARNT-TACC3 inh: -3.2

How did Nc1nc(-c2ccccc2)c(N=Nc2ccccc2Cl)s1 do in these assays?
INS-1E GSIS act: -8.4; XiGFP reactiv: -0.1; ARNT-TACC3 inh: 8.2

What do the screens show for `O=C(CNS(=O)(=O)c1ccc2ccccc2c1)OCc1csc(-c2ccccc2)n1`?
INS-1E GSIS act: -34.2; XiGFP reactiv: 0.3; ARNT-TACC3 inh: -1.2

Results for CC(NS(=O)(=O)c1cccc(S(=O)(=O)c2ccccc2)c1)C(=O)O (stereo unspecified) ?
INS-1E GSIS act: 20.8; XiGFP reactiv: 0.0; ARNT-TACC3 inh: 0.0

What do the screens show for `CCOC(=O)c1[nH]c2ccc(OC)cc2c1NC(=O)/C=C/c1ccc2c(c1)OCO2`?
INS-1E GSIS act: 65.6*; XiGFP reactiv: 0.3; ARNT-TACC3 inh: -3.0

What do the screens show for `O=C(/C=C/c1ccco1)NCC1(c2ccccc2)CCCC1`?
INS-1E GSIS act: -13.5; XiGFP reactiv: 0.0; ARNT-TACC3 inh: 1.6

How did CCn1cc(/C=N\NC(=O)c2ccccc2Cl)cn1 do in these assays?
INS-1E GSIS act: 12.8; XiGFP reactiv: 0.0; ARNT-TACC3 inh: -4.4

How did CCc1ccc(/C=N/NC(=O)c2cc(-c3ccncc3)nc3ccccc23)s1 do in these assays?
INS-1E GSIS act: -25.1; XiGFP reactiv: 0.1; ARNT-TACC3 inh: 0.5

How did CC(C)CC(=O)NC(c1ccccc1Cl)c1c(O)ccc2ccccc12 (stereo unspecified) do in these assays?
INS-1E GSIS act: -26.1; XiGFP reactiv: 0.0; ARNT-TACC3 inh: -6.4

What do the screens show for `COc1ccc(C(=O)NCC(=O)N/N=C/C(C)=C/c2ccccc2)cc1OC`?
INS-1E GSIS act: 9.2; XiGFP reactiv: 0.0; ARNT-TACC3 inh: -1.5

What do the screens show for `CCc1ccc(NC(=S)NC2CCN(Cc3ccccc3)CC2)cc1`?
INS-1E GSIS act: 0.1; XiGFP reactiv: 0.3; ARNT-TACC3 inh: 18.9

What do the screens show for `CCS(=O)(=O)N1Cc2cc(C(=O)NCC3CC3)nc(-c3cccc(-c4cccnc4)c3)c2[C@@H]1CCO`?
F508del corr: 3.9; XiGFP reactiv: 0.1; RAD52 anneal inh: 2.1

Results for COC(=O)[C@H](NC(=O)c1cc([C@@H](NC(=O)OC(C)(C)C)C(C)C)sc1N)C(C)C ?
F508del corr: -4.3; XiGFP reactiv: 0.0; RAD52 anneal inh: -56.2

How did COc1ccccc1Cc1c(C2CCCCC2)nc2c3ccccc3ccn12 do in these assays?
F508del corr: -0.7; XiGFP reactiv: 0.0; RAD52 anneal inh: -32.9

Results for OC1OC2COC(c3ccccc3)OC2C(O)C1O (stereo unspecified) ?
INS-1E GSIS act: 0.2; F508del corr: -2.4; RAD52 anneal inh: -5.6

How did O=C(O)c1cccc(NC(=S)NC(NC(=O)c2ccco2)C(Cl)(Cl)Cl)c1 (stereo unspecified) do in these assays?
INS-1E GSIS act: -11.9; F508del corr: -0.4; RAD52 anneal inh: -10.3

Results for C=CCSc1nc(N2CCOCC2)c2c(c1C#N)CC(C)(C)N(C)C2 ?
INS-1E GSIS act: -0.5; F508del corr: 1.0; RAD52 anneal inh: -8.3

How did CCCNC(=O)N1CC2(CN(Cc3ccc(OC)cc3)C2)c2c(n(C)c3cc(OC)ccc23)[C@@H]1CO do in these assays?
INS-1E GSIS act: -1.7; F508del corr: 2.6; XiGFP reactiv: 0.1

What do the screens show for `COc1ccc2c3c([nH]c2c1)[C@H](CO)N(S(C)(=O)=O)CC31CCN(Cc2cccc(F)c2)CC1`?
INS-1E GSIS act: -9.1; F508del corr: 8.3*; XiGFP reactiv: 1.0

What do the screens show for `CCS(=O)(=O)N1CC2(CN(Cc3ccccc3)[C@H](CO)c3c2c2ccc(OC)cc2n3C)C1`?
INS-1E GSIS act: -16.9; F508del corr: -3.3; XiGFP reactiv: 0.3

Results for Cc1ccccc1-c1ccc(C2[C@@H]3CN(C(=O)Cc4ccncc4)C[C@H]2N3)cc1 (stereo partly specified) ?
INS-1E GSIS act: -9.1&-14.3; F508del corr: -0.5&-1.1; XiGFP reactiv: 0.0&0.0

What do the screens show for `N#Cc1ccc(-c2ccc(C3[C@@H]4CN(C(=O)C5CCCCC5)C[C@H]3N4)cc2)cc1` (stereo partly specified)?
INS-1E GSIS act: -2.1&-3.2; F508del corr: -0.4&6.2; XiGFP reactiv: 0.0&0.1

What do the screens show for `Cc1cccc(-c2ccc(C3[C@@H]4CN(C(=O)C5CCCCC5)C[C@H]3N4)cc2)c1` (stereo partly specified)?
INS-1E GSIS act: 213.4*!; F508del corr: -1.1&-2.6; XiGFP reactiv: 0.0&0.0

What do the screens show for `CC(C)NC(=O)N(C)C[C@@H]1OCCCC[C@@H](C)Oc2ccc(NC(=O)C3CCCCC3)cc2C(=O)N([C@@H](C)CO)C[C@H]1C`?
INS-1E GSIS act: -2.0; F508del corr: 0.6; XiGFP reactiv: 0.0

Results for C[C@H]1CN([C@@H](C)CO)C(=O)c2cc(C3=CCCC3)cnc2O[C@H]1CN(C)C(=O)C1CC1 ?
INS-1E GSIS act: 7.0; F508del corr: -1.9; XiGFP reactiv: -0.3

Results for COCC(=O)N1CCC2(CC1)CN(Cc1ccccc1Cl)[C@H](CO)c1c2c2ccc(OC)cc2n1C ?
INS-1E GSIS act: -16.5; F508del corr: -1.8; XiGFP reactiv: 0.1

What do the screens show for `COCC(=O)N(C)C[C@@H]1Oc2cc(C#CC3CCCC3)ccc2S(=O)(=O)N([C@H](C)CO)C[C@H]1C`?
INS-1E GSIS act: -12.4; F508del corr: 1.4; XiGFP reactiv: -0.4

How did C[C@H]1CN([C@@H](C)CO)S(=O)(=O)c2ccc(C3=CCCC3)cc2O[C@@H]1CN(C)C(=O)C1CC1 do in these assays?
INS-1E GSIS act: -5.0; F508del corr: -1.5; XiGFP reactiv: -0.5

What do the screens show for `CN(C)C(=O)c1cccc(-c2ccc(C3[C@@H]4CN(C(=O)CN5CCOCC5)C[C@H]3N4)cc2)c1` (stereo partly specified)?
INS-1E GSIS act: 4.3&10.4; F508del corr: -4.0&-2.4; XiGFP reactiv: 0.0&0.0

How did C[C@@H]1CN([C@@H](C)CO)S(=O)(=O)c2ccc(C#CC3CCCC3)cc2O[C@H]1CN(C)C(=O)c1cccc(F)c1 do in these assays?
INS-1E GSIS act: -11.5; F508del corr: 3.7; XiGFP reactiv: -0.8

What do the screens show for `CC(C)NC(=O)Nc1ccc2c(c1)C(=O)N([C@@H](C)CO)C[C@@H](C)[C@@H](CN(C)C(=O)Cc1ccccc1)OCCCC[C@H](C)O2`?
INS-1E GSIS act: 29.2; F508del corr: -1.7; XiGFP reactiv: 0.1

How did COc1ccc2c3c(n(C)c2c1)[C@@H](CO)N(Cc1nccs1)CC31CN(C)C1 do in these assays?
INS-1E GSIS act: 27.7; F508del corr: 0.4; XiGFP reactiv: 0.4

How did CCCNC(=O)N1CC2(C1)CN(C(=O)NC(C)C)[C@H](CO)c1c2c2ccc(OC)cc2n1C do in these assays?
INS-1E GSIS act: 16.7; F508del corr: -1.4; XiGFP reactiv: 0.4

How did COc1ccc2c3c(n(C)c2c1)[C@@H](CO)N(C(=O)CN1CCOCC1)CC31CCN(C(=O)CC2CC2)CC1 do in these assays?
INS-1E GSIS act: -20.4; F508del corr: -0.6; XiGFP reactiv: 0.2

What do the screens show for `C[C@@H]1CN([C@@H](C)CO)C(=O)c2cc(-c3cccnc3)cnc2O[C@H]1CN(C)Cc1ccccc1`?
INS-1E GSIS act: 4.7; F508del corr: 0.8; XiGFP reactiv: -0.2
